# MT1-MMP txn act – MT1-MMP promoter reporter activation – cell-based, luciferase luminescence, primary screen | HT1080 MT1-MMP promoter luciferase reporter, overnight; hits give high values | activation factor at 10 µM | actives 0.16% (n = 86,000);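 active means activation factor of at least 2 for MT1-MMP transcription at 10 µM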
# Smad3 inh – Smad3/FoxH1 peptide binding inhibitors, primary screen, biochemical, TR-FRET | AID 630, 2007 | actives 0.29% (n = 88,000) | TR-FRET Smad3/Dy647-FoxH1 peptide binding, europium anti-His | inhibition, % at 25 µM | Mothers against decapentaplegic homolog 3 (Homo sapiens), P84022;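 active means compounds that reduce the energy-transfer binding signal between the protein and its labelled peptide by more than half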;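 further: 0% = Smad3 plus labelled peptide maximal FRET and 100% = peptide-only background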
# Target sequence (P84022 whole entry, looked up): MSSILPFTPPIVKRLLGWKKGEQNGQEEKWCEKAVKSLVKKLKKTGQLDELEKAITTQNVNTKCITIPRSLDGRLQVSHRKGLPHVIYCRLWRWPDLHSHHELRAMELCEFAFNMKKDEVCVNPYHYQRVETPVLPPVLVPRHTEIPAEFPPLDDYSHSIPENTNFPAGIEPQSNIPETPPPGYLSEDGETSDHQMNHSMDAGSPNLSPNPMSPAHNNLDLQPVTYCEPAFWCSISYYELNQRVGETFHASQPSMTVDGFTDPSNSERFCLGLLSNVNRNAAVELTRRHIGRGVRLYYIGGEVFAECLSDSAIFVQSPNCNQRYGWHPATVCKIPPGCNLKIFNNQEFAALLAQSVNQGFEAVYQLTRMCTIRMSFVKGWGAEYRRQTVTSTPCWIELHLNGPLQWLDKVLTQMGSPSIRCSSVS
# sEH activator – soluble epoxide hydrolase activators, primary screen, biochemical, human sEH | purified human sEH enzymatic activity, activator screen | activation, % at 2 µM | AID 717, 2007 | actives 0.04% (n = 91,000) | Bifunctional epoxide hydrolase 2 (Homo sapiens), P34913; in the data active means activation above about 37%; further: values of inactives mirror those of a sister screen read the other way
# Mac1 fbg inh – inhibitors of CD11b/CD18 adhesion to fibrinogen, primary screen, K562 cells, luminescence | Integrin beta-2 (Homo sapiens) + Integrin alpha-M (Homo sapiens), P05107+P11215 | inhibition, % at 10 µM | ATPlite luminescence; Mn2+ added to activate the integrin | actives 0.54% (n = 93,000) | AID 1497, 2009;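 active means primary inhibition of 50% or more at 10 µM, then 40% or more on retest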; further: some results filed as inactive read as strong as hits
# CD11b adhes enh – enhancers of CD11b/CD18 adhesion to fibrinogen, primary screen, K562 cells, luminescence | actives 0.07% (n = 93,000) | activation, % at 10 µM | Integrin beta-2 (Homo sapiens) + Integrin alpha-M (Homo sapiens), P05107+P11215 | ATPlite luminescence;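 active means 10 µM primary screen giving 50% or more activity, confirmed by 40% or more on retest at that dose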; further: strong numbers were not always called active; reference of the scale not given here
# Candida biofilm – clotrimazole potentiators killing Candida biofilms, primary screen, with clotrimazole, Alamar Blue | C. albicans biofilm + clotrimazole | inhibition, % at 6 µM | actives 0.14% (n = 85,000) | AID 834, 2007;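 active means inhibition above 20%; inactive means inhibition below 20%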;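 further: preformed 24 hr biofilms exposed to compound for 48 hr; 0% = biofilm without compound and 100% = blank killed by clotrimazole plus chlorhexidine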
# ERb SRC1 inh – inhibitors of ERβ-SRC1 coactivator interaction, primary screen, biochemical, TR-FRET, ERβ LBD, SRC-1 peptide; TR-FRET ER-beta LBD / SRC1-Cy5 peptide binding; receptor agonist-loaded with 1 µM estradiol; inhibition, % at 25.6 µM; Estrogen receptor beta (Homo sapiens), Q92731; actives 1.3% (n = 86,000);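 active means compounds whose percent inhibition of the receptor-coactivator binding signal exceeds about 50% in the single-dose screen, limit read from the data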;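 further: 0% = receptor plus peptide wells without compound and 100% = peptide-only wells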
# sEH inhibitor – soluble epoxide hydrolase inhibitors, primary screen, biochemical, human sEH; inhibition, % at 2 µM; actives 0.34% (n = 91,000); recombinant human sEH enzymatic activity assay; Bifunctional epoxide hydrolase 2 (Homo sapiens), P34913; AID 707, 2007; in the data active means inhibition above about 80%; further: values of inactives mirror those of a sister screen read the other way; many of its hits are not listed in these tables
# ERa coact pot – enhancers of ERα–SRC-1 coactivator binding, primary screen, biochemical, TR-FRET, ERα LBD, low estradiol. AID 639, 2007. TR-FRET ERalpha-LBD/SRC-Cy5 coactivator binding, 2 h; 100 = basal binding, no effect. actives 1.3% (n = 86,000). Estrogen receptor (Homo sapiens), P03372. coactivator binding (% of control), % at 25.6 µM; in the data active means activity above about 200%;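 further: binding measured in presence of low estradiol as agonist stimulus; 0% = peptide alone without receptor and 100% = receptor with peptide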
# Target sequence (P03372 whole entry, looked up, the tested form may be a part): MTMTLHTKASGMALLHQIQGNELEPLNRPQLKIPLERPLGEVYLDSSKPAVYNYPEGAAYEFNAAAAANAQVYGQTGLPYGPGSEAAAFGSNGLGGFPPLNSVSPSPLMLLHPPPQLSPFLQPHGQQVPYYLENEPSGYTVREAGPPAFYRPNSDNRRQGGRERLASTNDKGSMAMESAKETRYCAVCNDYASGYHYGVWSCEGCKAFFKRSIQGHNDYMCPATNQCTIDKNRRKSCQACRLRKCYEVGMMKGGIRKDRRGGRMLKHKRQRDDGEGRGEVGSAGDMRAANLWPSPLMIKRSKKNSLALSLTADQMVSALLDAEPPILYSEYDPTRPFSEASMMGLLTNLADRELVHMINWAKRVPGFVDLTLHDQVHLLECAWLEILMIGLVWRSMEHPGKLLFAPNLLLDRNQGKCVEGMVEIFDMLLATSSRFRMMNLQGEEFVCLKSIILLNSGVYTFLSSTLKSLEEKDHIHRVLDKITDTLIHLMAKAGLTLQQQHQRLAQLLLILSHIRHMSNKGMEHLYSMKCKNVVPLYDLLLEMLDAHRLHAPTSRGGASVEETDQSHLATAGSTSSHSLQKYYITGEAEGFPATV
# Starred values were filed as active, the others as inactive; x = no result given; & = joins results of further samples; [ ] = another dose, or the depositor's remark. Only part of the results is shown; count on the stated rates, not on these rows.
SMILES,MT1-MMP txn act,Smad3 inh,sEH activator,Mac1 fbg inh,CD11b adhes enh,Candida biofilm,ERb SRC1 inh,sEH inhibitor,ERa coact pot
CCOc1ccccc1NC(=O)/C=C/C(N)=O,1.1,-1,6,-19,-2,3,-2,-6,89
Cc1nn(C(C)C(=O)N2CCc3ccccc32)c(C)c1[N+](=O)[O-] (stereo unspecified),x,x,1,-1,3,x,x,1,x
Nc1cc(C(=O)c2cccs2)ccc1Cl,1.2,0,x,-8,-2,2,16[fluorescence artefact?],x,122
Cc1c(NC(=O)NC(=O)c2ccc(F)cc2)c(=O)n(-c2ccccc2)n1C,1,4,9,-15,-2,x,-1,-8,122[fluorescence artefact?]
Nc1ccc(S(=O)(=O)Nc2ccc(S(N)(=O)=O)cc2)cc1,1.1,-12,0,-3,3,-2,-9[fluorescence artefact?],1,109
COc1ccc(NS(=O)(=O)CC23CCC(CC2=O)C3(C)C)cc1 (stereo unspecified),1,6,x,x,x,10,-5[fluorescence artefact?],x,112
COC(=O)c1sc(NC(=O)c2oc3ccccc3c2C)nc1C,2.3*,5,0,0,0,2,-3[fluorescence artefact?],3,121
CCOC(=O)c1[nH]c(C)c(CCC(=O)O)c1C,x,-5&0,4&-6,16&-9,-2&-1,7&4,0&-10,-6&3,107&91
COc1cccc(-c2nnc(SCc3ccc(C#N)cc3)n2Cc2ccco2)c1,1.1,10,-3,2,2,6,-9,6,113[fluorescence artefact?]
CCc1nnc(NC(=O)c2ccc(Cl)c(S(=O)(=O)N3CCc4ccccc43)c2)s1,x,x,-17,86*,-2,x,x,18,x
CCc1ccc(CNc2ccc3c(c2)ncn3C)cc1,1.7,0,21,12,-5,3,9,-20,86[fluorescence artefact?]
COc1ccc(Br)cc1CNC(=O)C1CCCN(c2nc3ccccc3o2)C1 (stereo unspecified),1.2,5,x,5,-4,7,28,x,102[fluorescence artefact?]
O=c1[nH]c2cc3c(cc2cc1CN(Cc1nnnn1C1CCCC1)C1CCCC1)OCCO3,1.2,-7,-15,-1,-3,-2,8[fluorescence artefact?],17,126[fluorescence artefact?]
NC(=O)c1ccccc1NC(=O)/C=C/c1ccc(Cl)cc1,x,x,-1,-5,3,x,x,1,x
CC1(c2cc(C(F)(F)F)n3nc(C(=O)O)cc3n2)CC1,1.3,-1,-13,x,x,3,-1,13,106
O=C(N/C(=C\c1ccc2c(c1)OCO2)C(=O)N1CCOCC1)c1cccs1,x,x,-15,-26,0,x,x,14,x
CC1CCc2nn(CC(=O)NCCC3=CCCCC3)cc2C1 (stereo unspecified),1.1,-15,x,17,-7,6,5[fluorescence artefact?],x,114
CCN(CC)C(=O)CSc1nc2ncccc2[nH]1,1.1,-3,-7,-4,-1,1,2,7,104
CCOC(=O)c1cnc(Nc2nc3ccccc3o2)nc1C,x,2,-12,28,-4,2,-3,14,110
Cn1nccc1C(=O)NCCN1C(=O)OC(C)(C)C1(C)O (stereo unspecified),1.2,4[fluorescence artefact?],x,-7,0,5,-2,x,107

# Further structures follow.
SMILES,MT1-MMP txn act,Smad3 inh,sEH activator,Mac1 fbg inh,CD11b adhes enh,Candida biofilm,ERb SRC1 inh,sEH inhibitor,ERa coact pot
O=C(COc1ccc(F)cc1)Nc1ccc(-n2cnnn2)cc1,1,-6,6,-5,-4,5,0,-6,124[fluorescence artefact?]
N#CCCC12CCCCC1=Nc1ccccc12 (stereo unspecified),1,-1,x,-3,-2,6,-12,x,128
CNS(=O)(=O)c1cc(OCC(N)=O)c(C)cc1Cl,1,5,1,7,0,-2,2,2,120
CC1=C(C(=O)OCc2ccccc2)C(c2ccco2)C2=C(CC(C)(C)CC2=O)N1 (stereo unspecified),1.1,5,1,-9,-2,5,-2,2,105
CCOC(=O)Cc1csc(NC(=O)CSc2nnc(C)n2C)n1,1,-2,13,-20,0,6,5,-16,113
CCOC(=O)Cn1c(=O)oc2cc(S(=O)(=O)NCC3CCCO3)ccc21 (stereo unspecified),1.1,4,-2,-13,1,7,-11[fluorescence artefact?],1,112[fluorescence artefact?]
Cc1ccc(CC(=O)N2CCC(c3nc4c(nnn4Cc4ccccc4)c(=O)[nH]3)CC2)cc1,1.2,-11,x,x,x,5,14[fluorescence artefact?],x,93[fluorescence artefact?]
O=C1c2ccccc2C(=O)N1CCC(=O)N1CCc2ccccc21,1.1,-2,-11,x,x,-3,-9,14,101[fluorescence artefact?]
FC(F)(F)c1cccc(NCc2cn3cccnc3n2)c1,1.3,4,5,-4,-2,11,23,-4,91
COc1ccc(/C=C/C(=O)Nc2ccccc2C(=O)N2CCCC2)cc1,x,x,-5,0,1,x,x,4,x
CC(C)(C)NC(=O)CSc1nnc(-c2ccncc2)n1Cc1ccccc1,1.1,2,-4,-29,-3,4,-1[fluorescence artefact?],1,96
O=C(OCCN1CCCC1=O)c1cncc(Br)c1,1.1,0,-11,6,-4,4,-8,11,75
Clc1ccc(C(c2nnnn2C2CCCC2)N2CCSCC2)cc1 (stereo unspecified),1.2,11,-22,0,2,3,-6,23,112
CC(C)(C)n1nnnc1C(c1cccs1)N(Cc1ccccc1)Cc1cccnc1 (stereo unspecified),1,9,-12,x,x,10,-7[fluorescence artefact?],11,84
CCCN1CCN(S(=O)(=O)c2ccc(OC)c(Br)c2)CC1,x,-2,2,-12,1,6,-4,1,114
CC(=O)C1=C(C)NC(=O)NC1c1ccc(OC2CCCC2)cc1 (stereo unspecified),1.1,9,-2,-13,38,11,2[fluorescence artefact?],2,95
CC(C)N=c1scc(-c2ccco2)n1/N=C/c1ccc(O)c(O)c1,1.6,1,x,x,x,7,5,x,58
CC(OC(=O)c1cc2sccc2n1C)C(=O)NCc1cccs1 (stereo unspecified),1.1,-3,-2,9,-5,2,-6,1,116
Cc1nn(-c2ccc(C(F)(F)F)cn2)c(C)c1Oc1ccccc1O,1.2,-8,-9,6,-4,3,-8,9,77
CC(C)(C)c1cc(NCCCn2ccnc2)n2ncc(-c3ccc(Cl)cc3)c2n1,1.2,4,11,x,x,-2,-5,-8,81

# The list continues:
SMILES,MT1-MMP txn act,Smad3 inh,sEH activator,Mac1 fbg inh,CD11b adhes enh,Candida biofilm,ERb SRC1 inh,sEH inhibitor,ERa coact pot
CC(C)(C)OC(=O)N1CCC[C@H]1c1nnc(SCc2ccccc2F)o1,1.3,6,9,2,2,5,-4[fluorescence artefact?],-11,124
CCOC(=O)N1CCC(NC(=O)CCc2c(C)nc3nc(C)nn3c2C)CC1,1.2,1[fluorescence artefact?],x,-30,7,3,-2,x,119
Cn1c(=O)oc2cc(S(=O)(=O)NCCC(=O)NCCc3ccc(Cl)cc3)ccc21,1.3,5,x,-4,-4,7,0,x,122
COC(=O)c1cc2oc(C)cc2n1CC(=O)N1CCCc2ccccc21,1.2,5,0,-1,-2,0,-5,-1,98
C[N+](C)(C)CCN(Cc1ccc(Cl)cc1)c1ccccn1,1.1,-10,-8,x,x,7,-6,10,108
C=CCNC(=O)C1=NOC(CNC(=O)c2c(-c3ccccc3Cl)noc2C)C1 (stereo unspecified),x,x,-6,21,4,x,x,7,x
CC(C)OCC(O)CN1CCN(CC(O)COc2ccc3c(c2)OCO3)CC1 (stereo unspecified),0.9,6,1,1,-3,3,-3,4,95
Cc1cccc(CSc2nncc(=O)[nH]2)c1,1.1,10,2,-20,-6,7,0[fluorescence artefact?],-3,101
CNCCCOc1cccc(OC(C)C)c1,1.1,1,1,-4,-1,5,4,-2,95
Cc1cc(NC(=O)c2ccoc2C)no1,1.3,-3,-1,x,x,2,0,1,86
COc1ccc(S(=O)(=O)N(CCCN2CCCC2=O)Cc2cc3cc(C)c(C)cc3[nH]c2=O)cc1,1.1,2,9,-1,4,6,16[fluorescence artefact?],-11,80[fluorescence artefact?]
O=C(Nc1ccc(Cl)cn1)c1cc(S(=O)(=O)N2CCCCC2)ccc1Cl,1,-1,4,0,0,1,8,-3,96
CCCCOC(=O)Nc1nc(C)c(C(=O)OCC)s1,1.4,x,-11,-1,-1,x,x,14,x
CCn1c(=O)cc(OCC(=O)Nc2ccccc2C#N)c2ccccc21,1.2,x,4,-19,1,x,x,-4,x
COC(=O)c1c(N(S(C)(=O)=O)S(C)(=O)=O)sc2c1CCN(c1ncc(C(F)(F)F)cc1Cl)C2,1.2,0,-4,20,-1,1,0,3,103
Cc1ccc(C(=O)c2ccc([N+](=O)[O-])cc2)cc1,0.9,-10,-8,3,0,-2,-3,8,91
N#CCCCSc1nnc(-c2ccccn2)o1,1.4,-1,9,-4,-2,7,-13,-8,102
Cc1ccc(CS(=O)(=O)CCC(=O)NCc2ccccn2)cc1,1.2,-11,-4,14,-1,6,14,3,111
COc1ccccc1C1CC(c2ccc(Cl)cc2Cl)Nc2nc(N)nn21 (stereo unspecified),1.2,-4,1,-9,-1,11,20[fluorescence artefact?],1,71[fluorescence artefact?]
Cc1cc(NC(=O)c2cccc(C(=O)Nc3cc(C)on3)n2)no1,1,35,15,18,-2,1,11,-18,292*

# (more compounds)
SMILES,MT1-MMP txn act,Smad3 inh,sEH activator,Mac1 fbg inh,CD11b adhes enh,Candida biofilm,ERb SRC1 inh,sEH inhibitor,ERa coact pot
O=C(Nc1ccc2nn(-c3ccccc3)nc2c1)c1cccnc1,1.4,4,x,8,2,6,29[fluorescence artefact?],x,190[fluorescence artefact?]
CN1CCN(C(=O)c2ccc(C(C)(C)C)cc2)CC1,1.1,-16,x,-3,-2,7,-10[fluorescence artefact?],x,112
O=c1c(Cl)c(NCCO)ncn1-c1ccccc1,1.1,-14,x,x,x,4,-4[fluorescence artefact?],x,98
COc1ccc(C(=O)NCC2OCCc3ccccc32)c(O)c1 (stereo unspecified),1.4,1[fluorescence artefact?],5,-31,-1,8,-23[fluorescence artefact?],-3,98[fluorescence artefact?]
CCn1c(CSCc2ccc(F)cc2)nnc1SCC(=O)NCc1ccccc1,x,x,-3,10,-3,x,x,4,x
CC(C)n1c(NCCc2ccccc2)nc2c1c(=O)n(C)c(=O)n2C,0.9,-4,3,x,x,9,-6[fluorescence artefact?],2,96
CC(=O)OCCN(Cc1ccccc1)Cc1ccc2c(c1)OCO2,1.1,9,12,2,4,3,-2,-11,90
CCc1nc(SCc2nnc(-c3ccc(C)cc3)o2)c2c(C)c(C)sc2n1,1.2,-1,9,x,x,5,-3[fluorescence artefact?],-3,106
CCN(CC(=O)Nc1ccccc1C(=O)OC)S(=O)(=O)c1ccc(OC)cc1,1.3,-2,x,-15,11,4,1,x,84
O=C(Nc1cc(C(F)(F)F)ccc1N1CCOCC1)c1cccc(F)c1,x,-5,12,17,-1,8,-5,-14,96
CN1c2ccccc2N(C)C1c1ccc2c(c1)OCO2,1.1,-2,14,-6,3,10,-9,-10,115
CC1CCCCN1Cc1cnc(Cl)s1 (stereo unspecified),x,x,1,36,2,x,x,1,x
CC1(C)Cc2c(C#N)c(N3CCN(C(=O)c4ccccc4Cl)CC3)nc(-c3ccco3)c2CS1,x,x,18,0,10,x,x,-17,x
Cc1ccc(C)c(C(=O)COC(=O)c2ccccc2N2C(=O)C3C4CCC(C4)C3C2=O)c1 (stereo unspecified),x,x,-7,12,-1,x,x,9,x
Cc1ccc(CNC(=O)c2cccc(S(C)(=O)=O)c2)cc1,x,-2,-29,-5,-2,2,-4,31,122

# Screening results (PubChem)
